Assay outcomes (PubChem)
SRC3 inh: SRC3 coactivator transcriptional activity inhibitors, primary screen, cell-based, luminescence. inhibition, % at 3.6 µM. HEK293 GAL4-SRC3 luciferase reporter. Nuclear receptor coactivator 3 (Homo sapiens), Q9Y6Q9. AID 588352, 2011. 360,000 tested, 0.17% active;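 active = inhibition above a per-campaign cutoff, the mean of all compounds plus 3 SD, cut at about 60% in these data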;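 also: 0% = DMSO-treated cells and 100% = gossypol-treated cells at 36 µM; higher means less SRC3-driven luciferase light from the GAL4 reporter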
KKLEB cytotox: cytotoxicity in KKLEB CF airway cells, primary screen, cytotoxicity control for CF NF-kB inhibitor project, cell-based, uHTS, fluorescence assay plates | KKLEB CF airway cells viability, ATPlite luminescence, overnight; active compounds read low; cells stimulated with P. aeruginosa culture filtrate | activity change (cytotoxicity), % at 5 µM | 360,000 tested, 0.36% active;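 active = corrected activity change at or below -50% at 5 µM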
TRAIL sens C8: viability loss with TRAIL in NB7+C8 cells, primary screen, TRAIL sensitizer project, cell-based, ATPlite luminescence; inhibition (viability loss, TRAIL sensitization), % at 10 µM; 360,000 tested, 1% active;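 active = compounds causing at least 50% loss of cell viability in the single-dose screen, relative to plate controls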
CF NFkB block: inhibitors of PAF-induced NF-kB signaling, primary screen, cell-based, GFP fluorescence, uHTS; KKLEB NF-kB-GFP reporter, GFP fluorescence overnight; inhibition, % at 5 µM; 360,000 tested, 0.86% active; AID 588850, 2011;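 active = at least 50% inhibition at 5 µM, scaled per plate between neutral and stimulator controls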;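 also: PAF is a Pseudomonas aeruginosa culture filtrate used as stimulus; plate controls were PAF-stimulated DMSO wells for no effect and unstimulated DMSO wells for full effect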
NCOA1 inh: SRC1 coactivator transcriptional activity inhibitors, primary screen, cell-based, luminescence; Nuclear receptor coactivator 1 (Homo sapiens), Q15788; HEK293 GAL4-SRC1 luciferase reporter; inhibition, % at 3.6 µM; 360,000 tested, 0.12% active;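 active = inhibition above the campaign mean plus 3 SD, with each screening campaign given its own cutoff, cut at about 60% in these data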;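 also: 0% = DMSO treated cells and 100% = gossypol at 36 µM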
TWEAK Fn14 block: inhibitors of TWEAK-Fn14 signaling, primary screen, luciferase reporter cells, uHTS. TWEAK-stimulated Fn14 reporter cells, luciferase luminescence, 8 h. inhibition, % at 10 µM. 360,000 tested, 2% active. AID 1159606, 2016; in the data active = inhibition above about 50%
Shn3 3UTR inh: reduction of Shn3 3'UTR firefly luciferase signal, primary screen, Schnurri-3 inhibitor project, cell-based, Clone20 osteoblasts, set 2. inhibition, % at 12.5 µM. 360,000 tested, 0.52% active. Clone20 osteoblast Shn3 3'UTR firefly luciferase, 24 h. AID 588674, 2011;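 active = mean inhibition of at least 75% with every replicate also reaching 75%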;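 also: 0% = median of neutral control wells and 100% = pilot-screen positive control compound; some compounds past the cut are filed as inactive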
NR2F2 inh: NR2F2 transcriptional activity inhibitors, primary screen, cell-based, luciferase reporter, HEK293T, luminescence | COUP transcription factor 2 (Homo sapiens), P24468 | HEK293T NGFI-A luciferase reporter | inhibition, % at 8.6 µM | 370,000 tested, 0.7% active | AID 686940, 2013;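 active = inhibition above a per-plate cutoff, mean inhibition of test wells between control levels plus 3 SD, cut at about 38% in these data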;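 also: cells cotransfected with COUP-TFII expression vector driving the NGFI-A reporter; 0% = median of COUP-TF2 test wells and 100% = reporter-only cells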
Target sequence (P24468 whole entry, looked up): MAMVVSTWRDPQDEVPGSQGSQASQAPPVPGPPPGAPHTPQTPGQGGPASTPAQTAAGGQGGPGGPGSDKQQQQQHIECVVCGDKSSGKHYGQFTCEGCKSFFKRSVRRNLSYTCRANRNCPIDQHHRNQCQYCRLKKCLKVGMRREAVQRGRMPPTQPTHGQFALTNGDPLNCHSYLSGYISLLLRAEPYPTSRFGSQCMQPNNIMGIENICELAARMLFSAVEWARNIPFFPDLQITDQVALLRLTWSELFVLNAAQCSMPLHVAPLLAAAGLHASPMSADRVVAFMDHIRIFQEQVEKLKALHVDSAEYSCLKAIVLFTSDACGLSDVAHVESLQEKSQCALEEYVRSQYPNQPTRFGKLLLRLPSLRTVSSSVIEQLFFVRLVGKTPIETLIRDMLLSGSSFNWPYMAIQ
EBV LMP1 NFkB: EBV LMP1-driven NF-kappaB luciferase reporter inhibitors, primary screen, cell-based, luminescence, single point; LMP1-induced NF-kappaB luciferase reporter cells; AID 504558, 2011; inhibition, % at 12.5 µM; 350,000 tested, 0.69% active; in the data active = inhibition above about 41%;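 also: 0% = neutral control wells and 100% = reference inhibitor control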
LRH-1 inv ag: LRH-1 (NR5A2) inverse agonists, primary screen, cell-based, luminescence, HEK293T, StAR-luciferase reporter. Nuclear receptor subfamily 5 group A member 2 (Homo sapiens), O00482. LRH-1 transfected, 24 h. inhibition, % at 3.6 µM. 360,000 tested, 0.13% active;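 active = inhibition above the mean inhibition of all tested compounds plus 3 SD, cut at about 73% in these data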;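 also: 0% = DMSO wells and 100% = reporter-only cells lacking LRH-1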
Target sequence (O00482 whole entry, looked up): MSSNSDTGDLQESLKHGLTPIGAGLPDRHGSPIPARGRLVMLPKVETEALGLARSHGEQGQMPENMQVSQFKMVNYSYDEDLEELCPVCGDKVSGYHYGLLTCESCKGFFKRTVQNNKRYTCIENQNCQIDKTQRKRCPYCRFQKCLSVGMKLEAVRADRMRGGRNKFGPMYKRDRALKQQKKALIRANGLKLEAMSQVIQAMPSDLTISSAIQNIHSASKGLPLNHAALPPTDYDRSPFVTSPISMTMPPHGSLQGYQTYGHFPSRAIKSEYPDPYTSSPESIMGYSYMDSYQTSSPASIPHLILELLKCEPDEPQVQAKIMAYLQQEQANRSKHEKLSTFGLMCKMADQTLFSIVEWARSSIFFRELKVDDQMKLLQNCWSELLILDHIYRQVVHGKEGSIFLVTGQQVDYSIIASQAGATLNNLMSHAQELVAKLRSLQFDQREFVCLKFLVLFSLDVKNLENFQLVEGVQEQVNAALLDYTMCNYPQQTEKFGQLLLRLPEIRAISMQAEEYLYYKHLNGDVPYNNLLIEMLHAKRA
TROY signal inh: inhibitors of TROY-driven NF-kB signaling, primary screen, Q293 LMP1-TROYcd cells, NF-kB luciferase, uHTS; inhibition, % at 10 µM; AID 1347056, 2019; Q293 LMP1-TROYcd NF-kB luciferase reporter, 4 h; 360,000 tested, 0.98% active;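 active = compounds whose plate-normalised and pattern-corrected inhibition of the luciferase reporter signal at the single screening dose is 50% or more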
Active calls of the source: *.

For CCn1cc(CN2CCC(C(=O)Nc3cccc(-c4cscn4)c3)CC2)cn1 the results were SRC3 inh -3, KKLEB cytotox 19, TRAIL sens C8 5, CF NFkB block -41, NCOA1 inh 24, TWEAK Fn14 block -12, Shn3 3UTR inh 2, NR2F2 inh -9, EBV LMP1 NFkB 3, LRH-1 inv ag 13 and TROY signal inh -1.
COC(=O)c1cc(-c2ccc(OC)cc2)on1 was read as SRC3 inh 6, KKLEB cytotox 4, TRAIL sens C8 8, CF NFkB block 11, NCOA1 inh -4, TWEAK Fn14 block 0, Shn3 3UTR inh 1, NR2F2 inh 0, EBV LMP1 NFkB 2, LRH-1 inv ag 4 and TROY signal inh -10.
`CC(C)(C)c1ccc(-c2noc(C(=O)NN)n2)cc1` gave SRC3 inh -15, KKLEB cytotox 14, TRAIL sens C8 2, CF NFkB block -4, NCOA1 inh 2, TWEAK Fn14 block 43, Shn3 3UTR inh -23, NR2F2 inh -14, EBV LMP1 NFkB 12, LRH-1 inv ag -4 and TROY signal inh 20.
For N#CCN1C(=O)NC2(CCCc3sccc32)C1=O (stereo not drawn) the results were SRC3 inh -11, KKLEB cytotox 9, TRAIL sens C8 -16, CF NFkB block -3, NCOA1 inh 6, TWEAK Fn14 block 35, Shn3 3UTR inh -11, NR2F2 inh 14, EBV LMP1 NFkB -1, LRH-1 inv ag 6 and TROY signal inh 4.
Screening Cn1c(CCNC(=O)c2ccccc2F)nnc1SCc1nc2ccccc2c(=O)[nH]1 returned SRC3 inh 12, KKLEB cytotox -12, TRAIL sens C8 -13, CF NFkB block 1, NCOA1 inh -4, TWEAK Fn14 block 11, Shn3 3UTR inh -1, NR2F2 inh -3, EBV LMP1 NFkB -7, LRH-1 inv ag 0 and TROY signal inh -12.
`O=C(Cn1c(NCCO)nc2ccccc21)c1ccc(Cl)cc1Cl` gave SRC3 inh -33, KKLEB cytotox -15, TRAIL sens C8 -17, CF NFkB block 2, NCOA1 inh -11, TWEAK Fn14 block 22, Shn3 3UTR inh -13, NR2F2 inh -9, EBV LMP1 NFkB 6, LRH-1 inv ag 6 and TROY signal inh 22.
For Cc1cc2ncn(C3CC(=O)N(C)C3=O)c2cc1C (stereo not drawn) the results were SRC3 inh 4, KKLEB cytotox 1, TRAIL sens C8 -16, CF NFkB block -4, NCOA1 inh -19, TWEAK Fn14 block -2, Shn3 3UTR inh 17, NR2F2 inh -3, EBV LMP1 NFkB -6, LRH-1 inv ag 15 and TROY signal inh 5.
For O=C(NC1CCCC1)C1CCCN1C(=O)Nc1ccccc1 (stereo not drawn) the results were SRC3 inh 7, KKLEB cytotox -6, TRAIL sens C8 2, CF NFkB block -11, NCOA1 inh 10, TWEAK Fn14 block -3, Shn3 3UTR inh 13, NR2F2 inh -5, EBV LMP1 NFkB 3, LRH-1 inv ag 3 and TROY signal inh 5.
Screening CCOC(=O)C1CCCC(NS(=O)(=O)c2ccc(NC(C)=O)cc2)C1 (stereo not drawn) returned SRC3 inh 10, KKLEB cytotox 3, TRAIL sens C8 -13, CF NFkB block -9, NCOA1 inh -6, TWEAK Fn14 block -18, Shn3 3UTR inh 6, NR2F2 inh 2, EBV LMP1 NFkB -5, LRH-1 inv ag -2 and TROY signal inh -3.
Clc1ccc(C(c2cccs2)N2CCNCC2)cc1 (stereo not drawn) was read as SRC3 inh 5, KKLEB cytotox 0, TRAIL sens C8 2, CF NFkB block 5, NCOA1 inh 3, TWEAK Fn14 block 10, Shn3 3UTR inh 10, NR2F2 inh 8, EBV LMP1 NFkB 1, LRH-1 inv ag -31 and TROY signal inh -4.
For CCOc1ccc(CCN2C(=O)C(=O)N([C@@H](CC(C)C)CN3CCC[C@H]3CN3C(=O)C(=O)NC[C@@H]3Cc3ccc(O)cc3)C[C@@H]2Cc2ccccc2)cc1 the results were TRAIL sens C8 3, TWEAK Fn14 block 20, NR2F2 inh -13, LRH-1 inv ag 0 and TROY signal inh 18.
`CC[C@]12C(=O)N(C)C[C@H]([C@@H]3C(=O)N(C)C(=O)[C@@H]31)N2C(=O)c1ccc(Br)cc1` gave SRC3 inh -13, KKLEB cytotox 7, TRAIL sens C8 7, CF NFkB block -6, NCOA1 inh 7, TWEAK Fn14 block 10, Shn3 3UTR inh -2, NR2F2 inh -1, EBV LMP1 NFkB 1, LRH-1 inv ag 10 and TROY signal inh 6.
Screening Cc1cc(C)n(-c2cc(N3CCN(C(=O)c4ccccc4C)CC3)ccc2[N+](=O)[O-])n1 returned SRC3 inh 1, KKLEB cytotox 1, TRAIL sens C8 -15, CF NFkB block -15, NCOA1 inh -15, TWEAK Fn14 block 23, Shn3 3UTR inh 11, NR2F2 inh 18, EBV LMP1 NFkB -1, LRH-1 inv ag -7 and TROY signal inh 2.
Screening Cc1cc(NC(=O)C2CC(=O)N(c3ccccc3C)C2)no1 (stereo not drawn) returned SRC3 inh -7, KKLEB cytotox -1, TRAIL sens C8 6, CF NFkB block -6, NCOA1 inh -21, TWEAK Fn14 block 83*, Shn3 3UTR inh -11, NR2F2 inh -3, EBV LMP1 NFkB -4, LRH-1 inv ag 2 and TROY signal inh -7.
Cc1nc(N2CCN(C(=O)c3ccco3)CC2)c2c3c(sc2n1)CCCC3 was read as SRC3 inh 1, KKLEB cytotox 8, TRAIL sens C8 -14, CF NFkB block 11, NCOA1 inh 2, TWEAK Fn14 block -3, Shn3 3UTR inh 24, NR2F2 inh 8, EBV LMP1 NFkB 7, LRH-1 inv ag -15 and TROY signal inh 18.
`O=C1c2ccccc2CCC1C(O)c1ccccn1` (stereo not drawn) gave SRC3 inh 0, KKLEB cytotox -4, TRAIL sens C8 -7, CF NFkB block -1, NCOA1 inh -46, TWEAK Fn14 block -16, Shn3 3UTR inh -37, NR2F2 inh 8, EBV LMP1 NFkB -18, LRH-1 inv ag -21 and TROY signal inh -45.
`CN(C)c1nc(N(C)C)n(C(=O)c2cccs2)n1` gave SRC3 inh -22, KKLEB cytotox -1, TRAIL sens C8 -8, CF NFkB block 23, NCOA1 inh -12, TWEAK Fn14 block 11, Shn3 3UTR inh 7, NR2F2 inh -4, EBV LMP1 NFkB 3, LRH-1 inv ag 2 and TROY signal inh 22.
CC(=O)Nc1cccc(C(=O)OC(C)C(=O)N2CCc3ccccc32)c1 (stereo not drawn) was read as SRC3 inh 1, KKLEB cytotox 3, TRAIL sens C8 -28, CF NFkB block -6, NCOA1 inh 18, TWEAK Fn14 block -1, Shn3 3UTR inh 0, NR2F2 inh 4, EBV LMP1 NFkB 11, LRH-1 inv ag -20 and TROY signal inh -2.
`CC(=O)c1ccc(S(=O)(=O)Nc2cccc(-c3cn4c(n3)SCC4)c2)cc1` gave SRC3 inh 16, KKLEB cytotox 8, TRAIL sens C8 -1, CF NFkB block 5, NCOA1 inh 3, TWEAK Fn14 block 2, Shn3 3UTR inh 27, NR2F2 inh 1, EBV LMP1 NFkB -1, LRH-1 inv ag 24 and TROY signal inh 15.
For N#Cc1c(SCc2cccc(Cl)c2)sc(C(=O)c2ccccc2)c1N the results were SRC3 inh 13, KKLEB cytotox 3, TRAIL sens C8 -11, CF NFkB block 14, NCOA1 inh -6, TWEAK Fn14 block 6, Shn3 3UTR inh -41, NR2F2 inh -8, EBV LMP1 NFkB -3, LRH-1 inv ag 12 and TROY signal inh 1.
For COC(=O)CCCn1cc(CN2CC(N3CCN(C4CCN(C)CC4)CC3)CS2(=O)=O)nn1 (stereo not drawn) the results were TRAIL sens C8 -4, TWEAK Fn14 block 10, NR2F2 inh -21, LRH-1 inv ag -6 and TROY signal inh -13.
COC(=O)Cc1ccc(NC(=S)N2CCN(c3cc(Cl)ccc3C)CC2)cc1 was read as SRC3 inh 13, KKLEB cytotox -7, TRAIL sens C8 22, CF NFkB block 8, NCOA1 inh 8, TWEAK Fn14 block 56*, Shn3 3UTR inh 70, NR2F2 inh 3, EBV LMP1 NFkB 18, LRH-1 inv ag 10 and TROY signal inh 36.
COc1cccc(-c2cc(C(F)(F)F)n3ncc(C(=O)O)c3n2)c1 was read as SRC3 inh -15, KKLEB cytotox -12, TRAIL sens C8 -3, CF NFkB block 5, NCOA1 inh 8, TWEAK Fn14 block 3, Shn3 3UTR inh -5, NR2F2 inh -10, EBV LMP1 NFkB -5, LRH-1 inv ag 1 and TROY signal inh -14.
`CCN(CC)S(=O)(=O)c1cc(NC(=O)C2CC(=O)N(Cc3ccccc3)C2)ccc1Cl` (stereo not drawn) gave SRC3 inh 20, KKLEB cytotox -19, TRAIL sens C8 21, CF NFkB block 19, NCOA1 inh 5, TWEAK Fn14 block 31, Shn3 3UTR inh 40, NR2F2 inh 53*, EBV LMP1 NFkB 18, LRH-1 inv ag 16 and TROY signal inh 23.
NS(=O)(=O)c1ccc(NC(=O)COc2ccc(S(=O)(=O)N3CCCC3)cc2)cc1 was read as SRC3 inh 0, KKLEB cytotox 2, TRAIL sens C8 7, CF NFkB block 6, NCOA1 inh -4, TWEAK Fn14 block 10, Shn3 3UTR inh -2, NR2F2 inh 8, EBV LMP1 NFkB 1, LRH-1 inv ag 4 and TROY signal inh 0.
Screening CCOc1ccccc1CNC(c1ccccc1)c1ccccc1 returned SRC3 inh 1, KKLEB cytotox 10, TRAIL sens C8 6, CF NFkB block -13, NCOA1 inh -10, TWEAK Fn14 block -8, Shn3 3UTR inh -29, NR2F2 inh -10, EBV LMP1 NFkB -22, LRH-1 inv ag 3 and TROY signal inh -23.
`Cc1sc2ncnc(N3CCC(C(=O)NNC(=O)COc4ccc(Br)cc4)CC3)c2c1C` gave SRC3 inh 16, KKLEB cytotox 2, TRAIL sens C8 5, CF NFkB block 20, NCOA1 inh -4, TWEAK Fn14 block 88*, Shn3 3UTR inh 17, NR2F2 inh -1, EBV LMP1 NFkB 5, LRH-1 inv ag 11 and TROY signal inh 74*.
CCOc1ccc(N2C(=O)/C(=C/c3ccccc3OCC(=O)OC)N(CC(=O)OC)C2=S)cc1 was read as SRC3 inh -4, KKLEB cytotox -1, TRAIL sens C8 -3, CF NFkB block 7, NCOA1 inh 11, TWEAK Fn14 block 4, Shn3 3UTR inh 11, NR2F2 inh 14, EBV LMP1 NFkB -4, LRH-1 inv ag 4 and TROY signal inh -13.

Some of the compounds tested; the hit share may differ from the screen's.
